MITF inh – blocks human microphthalmia-associated transcription factor; actives 0.91% (n = 650,000); inhibition, % at 2.6 µM; O75030; AID 1259374; AlphaScreen MITF homodimerization, bead proximity signal; in the data active means inhibition above about 50%;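 further: 0% = vehicle wells with protein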
GPR151 activ – activators of human GPR151. PathHunter beta-arrestin GPR151 cells, luminescence. activation, % at 11.2 µM. actives 1% (n = 650,000). AID 1508602; in the data active means activation above about 4.9%;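 further: 0% = median of compound wells and 100% = cells with positive control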
Target sequence (Q8TDV0 whole entry, looked up): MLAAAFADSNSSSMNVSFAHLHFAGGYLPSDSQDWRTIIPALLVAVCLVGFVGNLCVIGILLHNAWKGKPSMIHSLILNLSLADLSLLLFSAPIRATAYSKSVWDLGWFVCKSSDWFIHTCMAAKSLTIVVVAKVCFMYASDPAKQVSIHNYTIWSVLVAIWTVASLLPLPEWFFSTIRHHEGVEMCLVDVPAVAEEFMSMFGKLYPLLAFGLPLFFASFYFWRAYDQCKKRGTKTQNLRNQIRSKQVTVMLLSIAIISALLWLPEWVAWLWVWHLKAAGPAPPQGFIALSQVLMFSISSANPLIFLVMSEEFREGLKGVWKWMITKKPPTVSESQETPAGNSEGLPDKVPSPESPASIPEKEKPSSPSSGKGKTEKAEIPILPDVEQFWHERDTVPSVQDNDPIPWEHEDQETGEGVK
TEAD-YAP block – TEAD-YAP interaction inhibition | AID 1259422 | inhibition, % at 9.12 µM | HEK-TIYL cells, TEAD-Gal4/YAP UAS-luciferase luminescence | actives 1.4% (n = 640,000); in the data active means inhibition above about 32%;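 further: 0% = median of test compound wells and 100% = reference inhibitor wells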
FBW7 act – human FBW7 E3 ligase activation, primary screen; Q969H0; AlphaScreen FBW7–phospho-cyclin E peptide binding, activator screen; actives 0.13% (n = 650,000); AID 1259310; normalized activity (activation), % at 26.1 µM; in the data active means normalized activity above about 1.9%;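 further: purified mutant Fbw7 with reduced substrate affinity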
Target sequence (Q969H0 whole entry, looked up): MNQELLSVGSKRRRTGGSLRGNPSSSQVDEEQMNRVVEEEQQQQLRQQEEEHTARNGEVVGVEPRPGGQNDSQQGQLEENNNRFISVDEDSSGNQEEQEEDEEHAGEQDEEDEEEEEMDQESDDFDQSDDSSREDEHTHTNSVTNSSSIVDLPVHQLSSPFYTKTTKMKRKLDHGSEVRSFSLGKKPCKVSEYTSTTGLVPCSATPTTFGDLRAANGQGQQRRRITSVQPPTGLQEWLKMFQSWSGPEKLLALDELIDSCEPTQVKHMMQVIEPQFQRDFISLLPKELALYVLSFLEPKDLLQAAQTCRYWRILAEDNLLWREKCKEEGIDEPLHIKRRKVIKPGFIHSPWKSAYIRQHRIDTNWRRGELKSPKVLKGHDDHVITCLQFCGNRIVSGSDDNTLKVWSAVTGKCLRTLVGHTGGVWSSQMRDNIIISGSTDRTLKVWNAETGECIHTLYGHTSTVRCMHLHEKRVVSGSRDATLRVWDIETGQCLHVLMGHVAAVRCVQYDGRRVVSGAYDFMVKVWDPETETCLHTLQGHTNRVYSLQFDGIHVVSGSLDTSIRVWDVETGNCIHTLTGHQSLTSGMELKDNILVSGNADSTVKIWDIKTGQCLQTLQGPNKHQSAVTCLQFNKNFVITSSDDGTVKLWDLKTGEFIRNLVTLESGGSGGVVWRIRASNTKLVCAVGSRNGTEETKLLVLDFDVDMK
Active calls of the source: *. This is a random part of the collection; 3.5% or so of the library scored in one or more.

What do the screens show for `COC(=O)CCCCCC[C@@H]1[C@@H](CCC(O)C#Cc2ccccc2F)[C@H](O)C[C@@H]1O` (stereo partly drawn)?
MITF inh: 5; GPR151 activ: -2.1

How did COC(CN(C)C(=O)c1cnc2scc(C(C)(C)C)n2c1=O)OC do in these assays?
MITF inh: 7; GPR151 activ: -0.6; TEAD-YAP block: 1; FBW7 act: -0.3

How did COc1ccc(C/C(=N\Nc2ccccn2)c2ccc(OC)cc2)cc1 do in these assays?
MITF inh: 17; GPR151 activ: -2.9; TEAD-YAP block: -39; FBW7 act: -0.1

How did COc1cc(C2C(C#N)=C(N)Oc3n[nH]c(C(C)C)c32)ccc1O (stereo not drawn) do in these assays?
MITF inh: 1; GPR151 activ: -0.5; TEAD-YAP block: 8; FBW7 act: -0.1

What do the screens show for `O=C(c1ccc(F)cc1)N1N=C(c2c(-c3ccccc3)c3cc(Cl)ccc3[nH]c2=O)CC1c1ccco1` (stereo not drawn)?
MITF inh: 3; GPR151 activ: -0.8; TEAD-YAP block: 2; FBW7 act: -0.2

How did Cc1ccc(S(=O)(=O)NC(N)=NCCc2ccccc2)cc1C do in these assays?
MITF inh: 4; GPR151 activ: -2.1; TEAD-YAP block: -1; FBW7 act: 0.1

How did Cn1c(=O)c2ccccc2n2c(SCC(=O)NC3CCCCC3)nnc12 do in these assays?
MITF inh: 73*; GPR151 activ: 1.0; TEAD-YAP block: 4; FBW7 act: -0.1

Results for COc1cc(C=C2C(=O)N(C)C(=S)N(C)C2=O)ccc1OCC(N)=O ?
MITF inh: -18; GPR151 activ: 1.9; TEAD-YAP block: 2; FBW7 act: 0.0

What do the screens show for `CCOC(=O)c1c(NC(=O)CSc2nnc(CNC(=O)c3cccs3)n2-c2cccc(Cl)c2)sc2c1CCC2`?
MITF inh: -9; GPR151 activ: -0.4; TEAD-YAP block: 5; FBW7 act: 0.1

Results for Cc1cccc(C)c1Nc1c(-c2ccsc2)nc2c[n+](CC(N)=O)ccn12 ?
MITF inh: -2; GPR151 activ: -0.2; TEAD-YAP block: 2; FBW7 act: -0.1

Results for COc1ccccc1CNC(=O)CN1Cc2ccccc2C1=O ?
MITF inh: -6; GPR151 activ: 0.4; TEAD-YAP block: -10; FBW7 act: 0.0

Results for Cc1ccc(NCc2nnc3n2-c2ccccc2SC3)cc1 ?
MITF inh: -4; GPR151 activ: 0.8; TEAD-YAP block: 2; FBW7 act: -0.2

What do the screens show for `Cc1ccc(-n2c(=S)sc3c(=O)n(-c4ccccc4)c(SCc4csc(C)n4)nc32)c(C)c1`?
MITF inh: 15; GPR151 activ: 0.3; TEAD-YAP block: 0; FBW7 act: 0.0

Results for O=C1CC(N(Cc2ccco2)C(=O)Nc2ccc(F)cc2)C(=O)N1c1ccc(F)cc1 (stereo not drawn) ?
MITF inh: -12; GPR151 activ: -0.5; TEAD-YAP block: -1; FBW7 act: -0.3

How did CCOC(=O)c1sc(NC(=O)CSc2ncccn2)c(C(=O)OCC)c1C do in these assays?
MITF inh: 0; GPR151 activ: 1.7; TEAD-YAP block: -9; FBW7 act: 0.0

Overlap with the part before: 4 entries, then new ones.
Results for Cc1ccc(NCc2nnc3n2-c2ccccc2SC3)cc1 ?
MITF inh: -4; GPR151 activ: 0.8; TEAD-YAP block: 2; FBW7 act: -0.2

What do the screens show for `Cc1ccc(-n2c(=S)sc3c(=O)n(-c4ccccc4)c(SCc4csc(C)n4)nc32)c(C)c1`?
MITF inh: 15; GPR151 activ: 0.3; TEAD-YAP block: 0; FBW7 act: 0.0

Results for O=C1CC(N(Cc2ccco2)C(=O)Nc2ccc(F)cc2)C(=O)N1c1ccc(F)cc1 (stereo not drawn) ?
MITF inh: -12; GPR151 activ: -0.5; TEAD-YAP block: -1; FBW7 act: -0.3

How did CCOC(=O)c1sc(NC(=O)CSc2ncccn2)c(C(=O)OCC)c1C do in these assays?
MITF inh: 0; GPR151 activ: 1.7; TEAD-YAP block: -9; FBW7 act: 0.0

What do the screens show for `CC(C)N(C)Cc1nnnn1CC(=O)N1CCN(C(=O)c2cccs2)CC1`?
MITF inh: 3; GPR151 activ: -0.3; TEAD-YAP block: 3; FBW7 act: -0.1

What do the screens show for `COc1ccccc1CC(=O)Nc1ccc(Br)cc1`?
MITF inh: -3; GPR151 activ: 3.0; TEAD-YAP block: -9; FBW7 act: 0.7

Results for O=C1OC(c2ccc(Br)cc2)=N/C1=C/c1ccc(-c2ccc(Cl)cc2)o1 ?
MITF inh: 5; GPR151 activ: -0.3; TEAD-YAP block: 0; FBW7 act: -0.2

How did COc1ccc2oc3nc(=O)c4ccccc4c-3cc2c1 do in these assays?
MITF inh: -5; GPR151 activ: -0.1; TEAD-YAP block: 14; FBW7 act: -0.2

How did Cc1ccc(-c2cc(C(F)(F)F)n3ncc(C(=O)OC(C)C)c3n2)cc1 do in these assays?
MITF inh: -5; GPR151 activ: 5.4*; TEAD-YAP block: 9; FBW7 act: 0.2

What do the screens show for `COc1ccc(-c2noc(CN(C(=O)c3ccco3)C(C)C)n2)cc1`?
MITF inh: 11; GPR151 activ: 1.0; TEAD-YAP block: -8; FBW7 act: 0.0

Results for COC(=O)c1ccccc1NC(=O)c1ccc(N2CC3CC(C2)c2cccc(=O)n2C3)c(NC(=O)c2cc(OC)cc(OC)c2)c1 (stereo not drawn) ?
MITF inh: 3; GPR151 activ: 0.3; TEAD-YAP block: -3; FBW7 act: 0.5

Results for CCOc1ccc(C(O)c2nc3ccccc3n2Cc2ccccc2)cc1 (stereo not drawn) ?
MITF inh: -4; GPR151 activ: -0.4; TEAD-YAP block: 4; FBW7 act: 0.0

Results for COc1ccccc1-n1c(SCC(=O)N2CCC(C)CC2)nc2c(sc(=S)n2CCc2ccccc2)c1=O ?
MITF inh: 5; GPR151 activ: -0.5; TEAD-YAP block: -1; FBW7 act: 0.1

How did COc1ccc(NC(=O)c2ccco2)cc1NC(=O)C(C)(C)C do in these assays?
MITF inh: -4; GPR151 activ: 1.1; TEAD-YAP block: -5; FBW7 act: 0.0

How did O=C(COc1ccc(C2=NN(C(=O)c3cccs3)C(c3ccccc3)C2)cc1)NCCO (stereo not drawn) do in these assays?
MITF inh: -3; GPR151 activ: -0.7; TEAD-YAP block: -4; FBW7 act: 0.0

How did O=C(c1cc2ccccc2cc1O)N1CCCCCC1 do in these assays?
MITF inh: -6; GPR151 activ: 1.2; TEAD-YAP block: -10; FBW7 act: -0.3

Results for Cn1cc(CN[C@H]2C[C@H]3C(=O)N[C@@H](Cc4ccccc4)C(=O)N3C2)c(-c2ccccc2)n1 ?
MITF inh: -19; GPR151 activ: 9.8*; TEAD-YAP block: -16; FBW7 act: -0.1

Results for Cn1nccc1Nc1cc(C(=O)NCCN2CCOCC2)c2ccccc2n1 ?
MITF inh: 8; GPR151 activ: 0.0; TEAD-YAP block: 3; FBW7 act: 0.0

What do the screens show for `COc1ccccc1C1=N/C(=C\c2ccc(Cl)cc2)C(=O)O1`?
MITF inh: 15; GPR151 activ: 0.5; TEAD-YAP block: 1; FBW7 act: -0.1

What do the screens show for `COc1ccc(NC(=O)C2C3C4CCC(C4)C23)cc1` (stereo not drawn)?
MITF inh: 18; GPR151 activ: -3.5; TEAD-YAP block: 24; FBW7 act: 0.1

What do the screens show for `O=C(CSc1nnnn1-c1ccc2c(c1)OCCO2)N1CCc2ccccc21`?
MITF inh: 4; GPR151 activ: 0.6; TEAD-YAP block: 8; FBW7 act: 0.3

Results for CSc1cccc(NC(=O)c2ccccc2I)c1 ?
MITF inh: 9; GPR151 activ: 0.9; TEAD-YAP block: -8; FBW7 act: -0.2

What do the screens show for `Cc1cccc(NC(=O)c2cc(-c3cccnc3)nc3c(C)cccc23)n1`?
MITF inh: -14; GPR151 activ: 1.2; TEAD-YAP block: -3; FBW7 act: -0.1

What do the screens show for `Cc1nc(C)c(-c2csc(Nc3ccc(S(N)(=O)=O)cc3)n2)s1`?
MITF inh: -4; GPR151 activ: -1.0; TEAD-YAP block: -17; FBW7 act: -0.1

Results for O=C(CSc1nc2ccc(N3CCCCC3)cc2c(=O)n1Cc1ccccc1)NCc1ccco1 ?
MITF inh: -5; GPR151 activ: 4.1; TEAD-YAP block: -7; FBW7 act: 0.2

How did c1ccc(COc2ccc(OCCCCN3CCNCC3)cc2)cc1 do in these assays?
MITF inh: 56*; GPR151 activ: 0.4; TEAD-YAP block: -14; FBW7 act: 0.1

What do the screens show for `O=c1c2cc(Br)ccc2[nH]c(=S)n1Cc1cccnc1`?
MITF inh: -22; GPR151 activ: -1.0; TEAD-YAP block: -16; FBW7 act: 0.0

Results for O=C(Nc1cccc(Cl)c1Cl)c1cc2nc(-c3ccco3)cc(C(F)(F)F)n2n1 ?
MITF inh: 4; GPR151 activ: 1.7; TEAD-YAP block: -10; FBW7 act: 0.2

What do the screens show for `N#CCSc1nc(NC2CCCCC2)c2ccccc2n1`?
MITF inh: -13; GPR151 activ: 0.1; TEAD-YAP block: -5; FBW7 act: -0.1

Results for O=C(Nc1ccc2c(c1)oc1ccccc12)c1cccc(N2C(=O)CCC2=O)c1 ?
MITF inh: 9; GPR151 activ: 1.4; TEAD-YAP block: 0; FBW7 act: 0.0

What do the screens show for `COc1cc(CN2CCN(C3CCCCCC3)CC2)cc(OC)c1O`?
MITF inh: 58*; GPR151 activ: 0.1; TEAD-YAP block: -8; FBW7 act: 0.6

Results for COc1cc(Nc2nc3ncnc(NCCN(C(C)C)C(C)C)c3[nH]2)cc(OC)c1OC ?
MITF inh: 2; GPR151 activ: -1.2; TEAD-YAP block: 18; FBW7 act: -0.1

What do the screens show for `COc1cc(NS(=O)(=O)c2ccc(Nc3nc(-c4ccc(F)cc4F)cs3)cc2)nc(OC)n1`?
MITF inh: 2; GPR151 activ: -0.2; TEAD-YAP block: 13; FBW7 act: 0.0

Results for COC(=O)C(C)Sc1nc(C)c2cc(C)ccc2n1 (stereo not drawn) ?
MITF inh: 11; GPR151 activ: 1.1; TEAD-YAP block: 15; FBW7 act: 0.2

Part of the list above in order of number of heavy atoms, smallest number first.
What do the screens show for `COc1ccc(NC(=O)C2C3C4CCC(C4)C23)cc1` (stereo not drawn)?
MITF inh: 18; GPR151 activ: -3.5; TEAD-YAP block: 24; FBW7 act: 0.1

What do the screens show for `Cc1cccc(NC(=O)c2cc(-c3cccnc3)nc3c(C)cccc23)n1`?
MITF inh: -14; GPR151 activ: 1.2; TEAD-YAP block: -3; FBW7 act: -0.1

What do the screens show for `O=C(CSc1nnnn1-c1ccc2c(c1)OCCO2)N1CCc2ccccc21`?
MITF inh: 4; GPR151 activ: 0.6; TEAD-YAP block: 8; FBW7 act: 0.3

Later entries:
How did O=C(CNC(=O)c1cccs1)OCc1ccc(Oc2ccc([N+](=O)[O-])cc2)cc1 do in these assays?
MITF inh: 9; GPR151 activ: -1.2; TEAD-YAP block: 8; FBW7 act: 0.1

How did COCCCNCCCCOc1ccc(C(C)(C)C)cc1C do in these assays?
MITF inh: 7; GPR151 activ: -1.4; TEAD-YAP block: 1; FBW7 act: 0.0

Results for COc1cccc(NC(=O)CSc2nnc3c4cc(F)ccc4n(C)c3n2)c1 ?
MITF inh: 3; GPR151 activ: -0.4; TEAD-YAP block: -15; FBW7 act: -0.2

What do the screens show for `COc1ccc(NC(=O)C(CC(C)C)N2Cc3ccccc3C2=O)cc1Cl` (stereo not drawn)?
MITF inh: 1; GPR151 activ: -0.2; TEAD-YAP block: 4; FBW7 act: -0.2

What do the screens show for `COc1ccc(C2=NN(S(=O)(=O)c3ccccc3)C(c3cn(-c4ccccc4)nc3-c3ccccc3)C2)cc1OC` (stereo not drawn)?
MITF inh: -11; GPR151 activ: -0.5; TEAD-YAP block: -5; FBW7 act: 0.0

How did COCCCn1c(SCC(=O)N2CCCC(C)C2)nnc1-c1cccs1 (stereo not drawn) do in these assays?
MITF inh: 3; GPR151 activ: 0.3; TEAD-YAP block: -1; FBW7 act: -0.1

What do the screens show for `CCCCOc1ccccc1C1C(C(=O)OC)=CN(Cc2ccc(OC)c(OC)c2)C=C1C(=O)OC`?
MITF inh: 10; GPR151 activ: -0.2; TEAD-YAP block: 0; FBW7 act: 0.6

How did Cn1c(=O)c2c(nc(NCCN)n2C)n(C)c1=O do in these assays?
MITF inh: -7; GPR151 activ: 0.0; TEAD-YAP block: -8; FBW7 act: 0.0

Results for CCCNC(=O)COc1cccc2c1CCNC2=O ?
MITF inh: -6; GPR151 activ: -0.2; TEAD-YAP block: 4; FBW7 act: 0.0

Results for O=C(Cc1cccs1)Nc1cccnc1 ?
MITF inh: 9; GPR151 activ: -0.5; TEAD-YAP block: 0; FBW7 act: -0.3

How did CCOC(=O)C1(CCCc2ccccc2)CCN(C(=O)[C@@H]2C[C@@H](C)NC(=S)N2)CC1 do in these assays?
MITF inh: 10; GPR151 activ: -0.1; TEAD-YAP block: -2; FBW7 act: 0.1

How did O=C(COc1cccc2cccnc12)N1N=CCC1c1ccccc1 (stereo not drawn) do in these assays?
MITF inh: -3; GPR151 activ: -0.8; TEAD-YAP block: -3; FBW7 act: -0.1

What do the screens show for `CCOC(=O)c1c(NC(=O)CSc2nnnn2-c2ccc(Cl)cc2)sc(-c2ccccc2)c1C`?
MITF inh: 4; GPR151 activ: 0.0; TEAD-YAP block: 11; FBW7 act: -0.1

Results for O=C1CSC(=S)N1c1ccc(F)cc1 ?
MITF inh: 8; GPR151 activ: -0.9; TEAD-YAP block: 0; FBW7 act: 0.3

Results for Brc1ccc(-n2nnnc2-c2ccccc2)c(Br)c1 ?
MITF inh: 34; GPR151 activ: 1.1; TEAD-YAP block: -4; FBW7 act: 0.0

What do the screens show for `O=C(Nc1cccc(C(F)(F)F)c1)C(=O)Nc1cccc(C(F)(F)F)c1`?
MITF inh: 19; GPR151 activ: 0.6; TEAD-YAP block: 6; FBW7 act: 0.7

Source: PubChem
